From PubChem
AmpC inh no detg = AmpC beta-lactamase inhibition without detergent; P00811; AmpC nitrocefin hydrolysis, absorbance 480 nm, 0.0001% Triton; Potency, µM (series often up to 57.1 µM), for inactives: at the highest dose activity change, negative = inhibition, hits mostly inhibitors; 0.52% of 330,000 active;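 note: potency is the fitted concentration of half-maximal effect; plate controls were no compound for no effect and no enzyme for full effect; nearly all actives have a fitted effect of over 20% in size; some results filed as inactive show a strong effect at the top dose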
Target sequence (P00811 whole entry, looked up): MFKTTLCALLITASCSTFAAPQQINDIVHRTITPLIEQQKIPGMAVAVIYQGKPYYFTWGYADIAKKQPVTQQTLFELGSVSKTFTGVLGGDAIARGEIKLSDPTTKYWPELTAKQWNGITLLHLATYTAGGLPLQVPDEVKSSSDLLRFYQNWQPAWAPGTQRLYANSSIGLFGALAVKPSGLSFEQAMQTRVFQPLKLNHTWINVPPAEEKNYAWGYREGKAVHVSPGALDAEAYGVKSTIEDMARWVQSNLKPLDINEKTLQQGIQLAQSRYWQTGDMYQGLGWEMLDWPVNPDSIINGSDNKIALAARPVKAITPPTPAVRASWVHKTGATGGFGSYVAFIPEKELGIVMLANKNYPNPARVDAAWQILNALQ
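AmpC (5.3 nM in the dispensed reagent) in 20 mM phosphate pH 7.0 with 0.01% (detergent screen) or 0.0001% Triton X-100 was preincubated with compounds for 15 min at room temperature. Nitrocefin was then added from an 800 uM solution, and hydrolysis was followed at 480 nm.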
Cycloheximide cs = counter-screen for Shiga toxin inhibitors: cycloheximide protein synthesis inhibition. max response, %. 12% of 300,000 active. AID 2314. cell reporter, cycloheximide protein synthesis inhibition counterscreen; in the data active = max response mostly above about 13%, no sharp cut-off; inactive = mostly below about 14%; note: read at 38.3 µM for the half of the compounds with a filed dose; 0% is about no effect
HCMV antiviral = blocks human cytomegalovirus replication; HFF cells, HCMV-luciferase reporter, 72 h; active compounds read low; activity change, negative = inhibition, % at 57.5 µM; 4.5% of 410,000 active; AID 1259415; in the data active = activity change below about -60%; inconclusive = no clear call, values can overlap the other calls; inactive = above about -39%; note: % is set by controls: 0 for no effect and ±100 for the full control effect
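Two-dose cell screen: HFF monolayers treated with compounds and infected with luciferase-expressing HCMV at 1 PFU/cell, 72 h at 37C, then lysed for luciferase measurement.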
AmpC detergent = inhibitors of E. coli AmpC beta-lactamase with detergent; P00811; AmpC hydrolysis of nitrocefin, absorbance 480 nm, 0.01% Triton; Potency, µM (titrated, usually from 114 µM), inactives show at the top dose activity change, negative = inhibition, most hits filed as inhibitors; 0.041% of 370,000 active; AID 485294;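 note: potency is the fitted concentration of half-maximal effect; 0% = no-compound wells and -100% = no-enzyme wells; nearly all actives have a fitted effect of over 25% in size; some results filed as inactive show a strong effect at the top dose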
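AmpC (5.3 nM in the dispensed reagent) in 20 mM phosphate pH 7.0 with 0.01% (detergent screen) or 0.0001% Triton X-100 was preincubated with compounds for 15 min at room temperature. Nitrocefin was then added from an 800 uM solution, and hydrolysis was followed at 480 nm.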
Giardia FBPA inh = inhibitors of Giardia lamblia fructose-1,6-bisphosphate aldolase. purified Giardia FBPA. Potency, µM (series often up to 59.6 µM), without a hit: top-dose activity, negative = inhibition, hits mostly inhibitors. 0.71% of 290,000 active. AID 2451; note: potency is the fitted concentration of half-maximal effect; % is set by controls: 0 for no effect and ±100 for the full control effect; nearly all actives have a fitted effect of over 55% in size
Target sequence (A8B2U2 whole entry, looked up): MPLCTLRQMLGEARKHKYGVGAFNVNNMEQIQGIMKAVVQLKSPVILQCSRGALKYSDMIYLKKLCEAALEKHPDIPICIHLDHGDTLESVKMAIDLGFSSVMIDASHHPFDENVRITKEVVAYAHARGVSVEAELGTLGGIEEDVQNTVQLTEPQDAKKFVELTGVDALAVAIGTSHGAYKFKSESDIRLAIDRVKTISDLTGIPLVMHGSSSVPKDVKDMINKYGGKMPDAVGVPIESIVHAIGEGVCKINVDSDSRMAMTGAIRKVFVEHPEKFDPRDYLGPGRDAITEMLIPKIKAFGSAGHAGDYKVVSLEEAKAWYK
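Giardia FBPA (40 nM reagent) was preincubated 10 min at RT with compound (up to 57.5 uM final), then substrate plus GAPDH/TPI/NAD/arsenate coupling system with diaphorase/resazurin was added; resorufin fluorescence (525/598 nm) was read after 20 min.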
AMA1-RON2 inh = AMA1-RON2 (P. falciparum) interaction inhibition. AlphaScreen AMA1-biotinylated RON2 peptide binding. Potency, µM (doses to about 58.2 µM), for inactives: at the highest dose activity change, negative = inhibition, usual class: inhibitors. 0.2% of 360,000 active. AID 720542;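 note: potency is the fitted concentration of half-maximal effect; 0% = vehicle wells and -100% = peptide control; nearly all actives have a fitted effect of over 45% in size; some results filed as inactive show a strong effect at the top dose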
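AMA1 (3D7) with his tag at 25 nM final met compounds first, then biotinylated RON2 peptide at 25 nM; detection used donor plus acceptor beads, 10 µg/mL apiece, read by AlphaScreen after 30 min at room temperature.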
Shiga inhibitor = Shiga toxin inhibition | Vero cells, Shiga toxin protein synthesis inhibition reporter | inhibition, % at 38.7 µM | 9.2% of 290,000 active; in the data active = inhibition mostly above about 28%, no sharp cut-off; inactive = mostly below about 43%; note: 0% is about no effect
Numbers without * were called inactive; u = inconclusive; x = no result given; [ ] = dose if it differs, or a comment. Unless noted, calls come from the whole dose curve; as a rule, active = well fitted curve in the direction sought with a large enough effect; inconclusive = small, poorly fitted or top-dose-only effect, or another doubt; inactive = no such curve, though single readings can be large; an effect the other way counts as inactive or inconclusive.

The line under a structure holds: AmpC inh no detg, Cycloheximide cs, HCMV antiviral, AmpC detergent, Giardia FBPA inh, AMA1-RON2 inh, Shiga inhibitor
> O=C(Nc1ccccc1F)Nc1ccccc1F
 : -14%, 35*, -25, 0%, -1%, -5%, 73*
> O=C(Nc1ccon1)C12CC3CC(C1)CC(n1cnc([N+](=O)[O-])n1)(C3)C2
 : -18%, 11, -16, -5%, -14%, 10%, 2
> Cc1ccc(S(=O)(=O)NC(CC(C)C)C(=O)NCC(c2ccco2)N2CCCCC2)cc1 (stereo not given)
 : -11%, x, x, u, x, 78%[activator], x
> Cc1ccc(OCC(=O)N/N=C/C=C/c2ccco2)cc1C
 : -14%, 2, 1, u, -21%, 24%, -10
> CC(=O)Nc1cccc(C(=O)N/N=C/c2cccnc2)c1
 : -16%, 2, -32, -3%, -3%, -2%, 22
> CCN1C(=O)[C@@H]2[C@@H](c3ccc(SC4CCCCC4)cc3)N3CCC[C@@]3(C(=O)OC)[C@@H]2C1=O
 : 212%[activator], x, 74, 0%, x, -28%, x
> COC(=O)CN(C(=S)Nc1ccccc1)C1CC(=O)N(c2ccc(OC)cc2)C1=O (stereo not given)
 : -7%, 12, 4, 2%, -8%, -23%, -14
> CCCCCSc1nnc(-c2cc(Br)ccc2N)c(=O)[nH]1
 : -42%, -3, 2, -2%, 16%, 6%, -27
> O=C(N/N=C/c1ccc([N+](=O)[O-])o1)c1cc2ccccc2o1
 : -24%, 11, u, -4%, -12%, -13%, -11
> Cc1cccc(NC(=O)NC2CC3CCC(C2)N3Cc2ccco2)c1 (stereo not given)
 : -16%, -7, -15, 3%, 0%, 0%, 20
> CN(C)c1nc(-c2cccs2)cc(C(F)(F)F)c1C#N
 : -30%, 1, -19, -2%, 3%, 113%[activator], 6
> CCc1ccc(OC)c(S(=O)(=O)NCc2cccs2)c1
 : -21%, x, -38, 0%, x, 0%, x
> O=C(NCCCc1ccccc1)C1CCC(CNc2c(N3CCCCC3)c(=O)c2=O)CC1 (stereo not given)
 : 44%, -2, -14, -7%, 0%, 2%, -11
> Cc1nc2ccc(NC(=S)N3CCC(C)CC3)cc2nc1C
 : 115%[activator], 30*, -23, 2%, 16µM*, 18%, 34*
> FC(F)(F)c1cc(-c2cccs2)nc(-n2cc(Cl)cn2)n1
 : -1%, 1, -3, -2%, 1%, -17%, -5
> Cc1ccc(S(=O)(=O)N(C)c2ccc(OC(=O)c3cc(=O)[nH]c4ccccc34)cc2)cc1
 : -21%, x, -9, x, x, 5%, x
> COc1ccc(OC)c(NC(=O)CSc2nc3nc(C)cc(C)n3n2)c1
 : -15%, x, -7, u, x, 5%, x
> Cc1ccc(SCC(=O)OCC(=O)NCCc2ccccc2)cc1
 : -3%, x, -16, 7%, x, 9%, x
> COc1ccc2c(c1)C(=O)N1[C@H]3c4cc(OC)ccc4OC[C@@H]3[C@H](c3ccccc3)[C@]1(C)C(=O)N2
 : 106%[activator], x, -36, 1%, x, -14%, x
> O=C1C=C(O)c2cccc(O)c2C1=O
 : -47%, 5, 24, -6%, 5.6µM*, -24%, 5

Four entries from above, with each value named.
> CN(C)c1nc(-c2cccs2)cc(C(F)(F)F)c1C#N
  AmpC inh no detg: -30%	Cycloheximide cs: 1	HCMV antiviral: -19	AmpC detergent: -2%	Giardia FBPA inh: 3%	AMA1-RON2 inh: 113%[activator]	Shiga inhibitor: 6
> CCc1ccc(OC)c(S(=O)(=O)NCc2cccs2)c1
  AmpC inh no detg: -21%	Cycloheximide cs: x	HCMV antiviral: -38	AmpC detergent: 0%	Giardia FBPA inh: x	AMA1-RON2 inh: 0%	Shiga inhibitor: x
> O=C(NCCCc1ccccc1)C1CCC(CNc2c(N3CCCCC3)c(=O)c2=O)CC1 (stereo not given)
  AmpC inh no detg: 44%	Cycloheximide cs: -2	HCMV antiviral: -14	AmpC detergent: -7%	Giardia FBPA inh: 0%	AMA1-RON2 inh: 2%	Shiga inhibitor: -11
> Cc1nc2ccc(NC(=S)N3CCC(C)CC3)cc2nc1C
  AmpC inh no detg: 115%[activator]	Cycloheximide cs: 30*	HCMV antiviral: -23	AmpC detergent: 2%	Giardia FBPA inh: 16µM*	AMA1-RON2 inh: 18%	Shiga inhibitor: 34*

(list continues)
The line under a structure holds: AmpC inh no detg, Cycloheximide cs, HCMV antiviral, AmpC detergent, Giardia FBPA inh, AMA1-RON2 inh, Shiga inhibitor
> CCOc1ccc(-c2csc(Cn3c(CN4CCN(C)CC4)nc4ccccc4c3=O)n2)cc1
 : 224%[activator], 1, 5, -8%, -18%, -28%, -1
> CCC(CC)=NNc1ccc(S(N)(=O)=O)cc1[N+](=O)[O-]
 : -20%, 6, -26, 0%, 0%, 0%, -8
> Cc1ccc2c(c1)c1c(n2CC(O)Cn2nc(C)c(Br)c2C)C(=O)CCC1 (stereo not given)
 : -5%, -2, 3, 5%, 23%, -6%, 2
> CCOc1ccc(-c2cc(C(=O)NCCCN3CCOCC3)c3ccccc3n2)cc1
 : 161%[activator], 23*, 0, 0%, x, -6%, 40
> CCn1cc(Cl)c(C(=O)Nc2c(C)nn(Cc3c(F)c(F)c(F)c(F)c3F)c2C)n1
 : 28%, 2, -9, 2%, 1%, -2%, 6
> Cc1cc2ccccc2n2c(SCC(=O)Nc3ccc(S(=O)(=O)N4CCC(C)CC4)cc3)nnc12
 : 1%, -2, 2, -12%, 3%, 1%, -2
> Cc1ccc(S(=O)(=O)N(CC(=O)Nc2ccc(F)cc2)C(=O)N2CCN(C)CC2)cc1
 : -21%, x, -35, -15%, x, -6%, x
> CN(C)c1ccc(-[n+]2c(-c3ccccc3)cc(-c3ccccc3)cc2-c2ccccc2)cc1
 : 88%[activator], -12, -99*, 5%, 4%, -26%, -33
> Cc1ccc(N(C(=O)Cn2nnc3ccccc32)C(C(=O)NCc2ccco2)c2cccnc2)cc1 (stereo not given)
 : 41%, 21, -24, -6%, 3%, 26%, -4
> CCOC(=O)N1CCN(C(=S)Nc2cc(S(=O)(=O)N3CCOCC3)ccc2Cl)CC1
 : 17%, -3, -3, -1%, -1%, -7%, -3
> Cc1ccc(C)c(NC(=O)NC2CCCCCCC2)c1
 : -18%, -1, 14, -15%, 13%, 2%, -3
> S=C(NCC1CCCO1)N1CCN(c2ccc(Cl)c(Cl)c2)CC1 (stereo not given)
 : 1%[2.29 µM], -4, -86*, u, 2%, u, -6
> CCc1sc(C(=O)NCCc2ccc(S(N)(=O)=O)cc2)cc1Br
 : -22%, -1, -68*, 1%, -10%, -15%, -10
> CC(CCc1ccccc1)N1CCN(Cc2ccccc2)CC1 (stereo not given)
 : 1%, -6, -16, -10%, -16%, -4%[11.6 µM], -3
> COc1cccc(-n2c(SCC(N)=O)nc3ccccc3c2=O)c1
 : -23%[11.4 µM], 1, 10, u, 8%, 9%, -20
> CCOC(=O)c1cnc2c(C)cccc2c1NCc1ccco1
 : 29%, 24*, -39, 1%, -11%, -1%, 37*
> COc1cccc(NC(=O)CN(C)C(=O)CC(NC(=O)c2ccccc2Cl)c2ccccc2)c1 (stereo not given)
 : 18%, x, -18, -11%, x, 62%[activator], x
> O=C(COC(=O)c1ccc(F)c(S(=O)(=O)N2CCOCC2)c1)c1ccc(Cl)cc1
 : 27%, x, -34, -6%, x, 2%, x
> Cc1ccc(S(=O)(=O)N2CCOC23CCN(S(=O)(=O)c2c(C)cc(C)cc2C)CC3)cc1
 : -4%, x, -98*, -1%, x, 20%, x
> CCCCN1C(=O)C(O)=C(C(C)=O)C1c1ccc(OC)cc1OC (stereo not given)
 : -13%, -3, 7, 2%, -24%, -6%, -17
> O=C(Cn1nnc2ccccc21)N/N=C\C=C\c1ccccc1
 : -51%, 14, 5, -13%, x, 31%[activator], -3
> CC(=O)Nc1ccc(S(=O)(=O)Nc2ccc(S(=O)(=O)Nc3nccs3)cc2)cc1
 : -14%, -6, 3, 3%, x, -10%, 1
> CCn1nnc(NC(=O)c2c(OC)cccc2OC)n1
 : -5%, -3, 44, -10%, 2%, 7%, 2
> O=C(c1cccc(S(=O)(=O)NCc2ccccc2)c1)N1CCN(Cc2ccccc2)CC1
 : 38%, -5, -97*, u, 2%, 3%, -6
> O=C(O)c1cccc(CN2C(=O)c3ccccc3C2=O)c1
 : -21%, -4, 12, -1%, 20%, 13%, -12
> CCCCn1c(N)c(N(CCOC)C(=O)c2cc3c(s2)CCC(C)C3)c(=O)[nH]c1=O (stereo not given)
 : 57%, x, -29, u, x, 16%, x
> CCOC(=O)/C=C1\SC(C)C(=O)N1CC(=O)N(CCC#N)c1ccccc1 (stereo not given)
 : 19%, x, -19, -4%, x, 0%, x
> Cc1cccc([C@@H]2[C@@H]3C(=O)N(Cc4ccccc4)C(=O)[C@@H]3[C@]3(Cc4ccccc4)C(=O)N(c4cccc(F)c4)C(=O)N23)c1
 : -4%, x, -21, 1%, x, -15%, x
> C[C@H](N)c1nnc(SCC(=O)N(C)C)o1
 : -1%, 17*, 75, 0%, -18%, 8%, 17
> CCCn1nc(NC(=O)C2CCCO2)c2cc3ccc(C)cc3nc21 (stereo not given)
 : 53%, -1, -20, -2%, -1%, 18%, -22
> CC(C)CC[n+]1ccccc1/C=C/c1ccc(N(C)C)cc1
 : 27%, 6, -102*, -9%, -1%, -2%, -2
> O=C(NCCc1ccc(Cl)cc1)C1CCCN(S(=O)(=O)N2CCCCCC2)C1 (stereo not given)
 : 67%[activator], 1, 0, -1%, 0%, 21%, -6
> Fc1ccc(-c2n[nH]c(=S)c3ccccc23)cc1
 : -47%, 10, 25, 2%, 1%, 67%[activator], 26
> COc1cc(NC(=O)CN2C(=O)NC(CC(C)C)C2=O)cc(OC)c1OC (stereo not given)
 : -6%, x, -7, -10%, x, -3%, x
> CCCC1(CCC)NC(=O)N(CC(=O)Nc2cccc(OC)c2)C1=O
 : -7%, -3, 17, -7%, 6%, 0%, -15
> CCOC(=O)c1cc(NC(=O)c2c(C)noc2C)cc(C(=O)OCC)c1
 : 1%, -4, 0, u, -2%, -3%, -7
> N#Cc1nc(-c2ccccc2Cl)oc1N1CCCCC1
 : -19%, 24*, -21, -15%, 9%, u, 129*
> O=C1CCN(CCc2ccccc2)CCN1CCO
 : -11%, -2, 17, -13%, 0%, -4%, 8
> COc1cccc(NC(=O)N2CCCC2C(=O)NC(C)C)c1 (stereo not given)
 : -6%, 2, 53, -5%, -5%, -23%, 10
> Cc1cc(S(=O)(=O)n2[nH]c(=O)c(CCO)c2C)c(Cl)cc1Cl
 : 19%, 1, -15, 0%, x, -22%, -13
> COc1cc(NC(=O)c2ccccc2[N+](=O)[O-])ccc1NC(=O)C(C)C
 : -6%, -3, -20, -9%, 0%, -5%, -6
> CSCCC(NC(=O)c1cccc(C)c1)C(=O)OCN1C(=O)c2ccccc2C1=O (stereo not given)
 : -13%, x, -7, -21%, x, -2%, x
> O=C(CSc1ncnc2sc(-c3ccccc3)cc12)NC1CCS(=O)(=O)C1 (stereo not given)
 : -7%, 2, -40, 5%, 2%, -2%, -3
> Clc1ccccc1CNc1ncnc2nc[nH]c12
 : -12%, 4, 31, -2%, 1%, 20%, 11
